# High-throughput results from PubChem BioAssay.
# HEK293 viab: GF-AFC viability counterscreen for inhibitors of alpha-synuclein gene (SNCA) expression | HEK-293-SNCA-luc viability, GF-AFC fluorescence, 24 h | Potency, µM (highest dose often 57.1 µM), for the others: at the top dose activity change, negative = cytotoxicity, hits mostly cytotoxic | 0.12% of 150,000 active | AID 1671193, 2021;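 note: potency is the fitted concentration of half-maximal effect; 0% = DMSO-treated cells and -100% = medium-only wells without cells; nearly all actives have a fitted effect of over 30% in size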
#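 Cytotoxicity counterscreen: after 24 h compound treatment of genome-edited SNCA-luciferase HEK-293 cells, live-cell protease substrate GF-AFC read by fluorescence after 30 min; activity scaled between DMSO (0%) and medium-only (-100%), curves Hill-fitted.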
# FLuc inh: Firefly luciferase inhibition profiling of diverse chemical library using quantitative high-throughput screening. AID 1347043, 2019. Luciferin 4-monooxygenase (Photinus pyralis), P08659. purified P. pyralis luciferase, luminescence, biochemical. Potency, µM (highest dose often 115 µM), for the others: top-dose activity change, negative = inhibition, most hits filed as inhibitors. 2.5% of 76,000 active; note: potency is the fitted concentration of half-maximal effect; nearly all actives have a fitted effect of over 65% in size
# Target sequence (P08659 whole entry, looked up): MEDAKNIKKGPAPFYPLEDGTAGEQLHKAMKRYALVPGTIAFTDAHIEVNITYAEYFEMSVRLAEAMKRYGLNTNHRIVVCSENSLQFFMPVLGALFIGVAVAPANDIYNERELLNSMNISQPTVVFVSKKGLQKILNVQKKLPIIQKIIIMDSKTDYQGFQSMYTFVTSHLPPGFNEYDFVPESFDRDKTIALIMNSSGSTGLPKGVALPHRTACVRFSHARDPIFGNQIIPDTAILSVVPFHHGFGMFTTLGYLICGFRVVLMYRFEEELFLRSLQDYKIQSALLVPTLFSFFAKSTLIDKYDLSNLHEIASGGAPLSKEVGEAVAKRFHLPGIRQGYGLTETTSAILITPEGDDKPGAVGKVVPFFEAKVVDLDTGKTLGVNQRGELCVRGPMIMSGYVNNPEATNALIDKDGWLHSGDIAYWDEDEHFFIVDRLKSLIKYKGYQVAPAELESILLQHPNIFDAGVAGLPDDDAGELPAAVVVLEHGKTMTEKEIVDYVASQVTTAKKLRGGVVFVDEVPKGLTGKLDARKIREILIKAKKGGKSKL
#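 Luminescence read by CCD imager after adding enzyme (10nM final) to wells holding compound, titrated in qHTS. Substrates 10uM each D-luciferin and ATP; buffer 50mM Tris acetate pH 7.5, 10mM Mg acetate, Tween-20, BSA.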
# HEK cytotox: Cytotoxic Profiling in HEK 293 Cell Line of Diverse Libraries Using Quantitative High-Throughput Screening; HEK 293 viability, ATP luminescence (CellTiter-Glo), 48-72 h; Potency, µM (titrated, usually from 115 µM), for the others: at the top dose activity change, negative = cytotoxicity, hits mostly inhibitors; 6.6% of 94,000 active; AID 1345083, 2018; note: potency is the fitted concentration of half-maximal effect; nearly all actives have a fitted effect of over 60% in size
#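 Cytotoxicity was scored by loss of ATP-coupled luminescence (CellTiter-Glo) in HEK 293 cells. Compound treatment ran 48 or 72 hr at 37 degree Celsius, 5% CO2, 95% humidity.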
# NIH3T3 tox: Cytotoxic Profiling in NIH 3T3 Cell Line of Diverse Libraries Using Quantitative High-Throughput Screening; NIH 3T3 viability, CellTiter-Glo ATP luminescence, 48-72 h; Potency, µM (doses to about 96.7 µM), for the others: top-dose activity change, negative = cytotoxicity, actives largely listed as inhibitors; 4.3% of 94,000 active; note: potency is the fitted concentration of half-maximal effect; nearly all actives have a fitted effect of over 55% in size
#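 First NIH 3T3 cells are plated at 400 cells/well; next compound is pinned in; then plates incubate 48 or 72 hr at 37 °C; finally CellTiter-Glo is added and luminescence read after 10 min.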
# IP6K1 inh: Primary qHTS assay for small molecule inhibitors of Inositol hexaphosphate kinase 1 (IP6K1); IP6K1 kinase, ADP-Glo luminescence, 2 h; hits give low values; activity change, % (series mostly up to about 58 µM); 0.81% of 140,000 active; in the data active = activity change below about -25%
# Target sequence (Q92551 whole entry, looked up): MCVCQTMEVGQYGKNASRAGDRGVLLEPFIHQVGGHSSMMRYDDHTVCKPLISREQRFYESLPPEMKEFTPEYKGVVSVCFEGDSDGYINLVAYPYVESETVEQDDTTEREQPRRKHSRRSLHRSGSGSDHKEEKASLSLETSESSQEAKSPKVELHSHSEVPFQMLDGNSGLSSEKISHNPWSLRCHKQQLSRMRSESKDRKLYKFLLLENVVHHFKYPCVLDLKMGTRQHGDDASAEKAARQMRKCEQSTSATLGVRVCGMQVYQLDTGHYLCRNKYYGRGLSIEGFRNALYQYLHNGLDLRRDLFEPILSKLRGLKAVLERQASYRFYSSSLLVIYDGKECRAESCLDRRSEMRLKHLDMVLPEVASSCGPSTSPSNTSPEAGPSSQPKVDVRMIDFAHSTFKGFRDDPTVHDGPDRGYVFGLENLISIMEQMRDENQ
#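 ADP-Glo luminescence measures ADP made by human IP6K1 during a 2 h RT reaction with ATP/IP6 (mix at 1.3 mM/130 uM); top library doses 57.5 and 19.1 uM final.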
# SNCA expr inhib: Primary qHTS assay for inhibitors of alpha-synuclein gene (SNCA) expression; Potency, µM (top dose mostly 57.2 µM), for inactives: at the highest dose activity change, negative = inhibition, usual class: inhibitors; 0.17% of 140,000 active; HEK-293 SNCA-luciferase knock-in, luminescence, 24 h;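 note: potency is the fitted concentration of half-maximal effect; plate controls were DMSO cells for no effect and cell-free wells for full effect; nearly all actives have a fitted effect of over 45% in size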
# GPT2 inh: Primary qHTS assay for inhibitors of Glutamate pyruvate transaminase 2 (GPT2); 0.25% of 100,000 active; Alanine aminotransferase 2 (Homo sapiens), Q8TD30; Recombinant GPT2, coupled pyruvate oxidase/HRP Amplex Red fluorescence; Potency, µM (highest dose often 57.7 µM), for the others: top-dose activity change, negative = inhibition, hits mostly inhibitors; note: potency is the fitted concentration of half-maximal effect; nearly all actives have a fitted effect of over 60% in size; many of its hits are not listed in these tables
#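 GPT2 10ng/uL, a-KG 250uM, L-Ala 2mM, HEPES pH7.5 + 0.0001% Tween; 30 min RT. Then Amplex mix (PO/HRP/ThPP), 30 min RT dark, fluorescence. AOA 50uM used as positive control.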
# * hit, by the source's call; i = inactive; ? = inconclusive; . = no result given; & = joins results of further samples; [ ] = remark or other dose. Unless noted, calls come from the whole dose curve; as a rule, active = well fitted curve in the direction sought with a large enough effect; inconclusive = small, poorly fitted or top-dose-only effect, or another doubt; inactive = no such curve, though single readings can be large; an effect the other way counts as inactive or inconclusive. Unless noted, % is set by controls: 0 for no effect and ±100 for the full control effect.
[1] CCN(CC)CCNC(=O)c1c(C)[nH]c(/C=C2\C(=O)Nc3ccc(F)cc32)c1C
[2] COc1ccc(C(=O)N2CC[C@@H](CC(=O)O)[C@@H](CCN3CCN(c4ccccn4)CC3)C2)cc1
[3] Cc1cnc(C2CN(S(=O)(=O)c3ccccc3)C2)n1Cc1cccnc1
[4] O=C(c1ccccc1Cl)N1CCCN(c2ccc3nnc(C4CC4)n3n2)CC1
[5] COc1ccc(CN2CCC3(Cc4ccccc4CNC3=O)C2)c(OC)n1 (stereo not given)
[6] CCS(=O)(=O)Nc1ccc(C2(C(=O)NCC(C)C)CCCCC2)cc1
[7] Cc1ccc([C@H]2C[C@@H](O)[C@@H](O)[C@@H]2N2CCCCC2)cc1
[8] C=C1CCC(OC(C)=O)C2(C)CC3OC(=O)C(C)=C3CC12 (stereo not given)
[9] Cn1cnc(S(=O)(=O)N2CCCC(c3[nH]ccc3C(N)=O)C2)c1 (stereo not given)
[10] COc1ccc(CN2CCc3nc(C)nc(-c4ccc(OC)cc4)c3CC2)cc1

compound no.,1,2,3,4,5,6,7,8,9,10
HEK293 viab,-10%[23.9 µM],6%,?,.,-2%&-2%,-6%,-12%[87.6 µM],8%,6%[12.5 µM],-1%
FLuc inh,.,-4%,.,.,.,0%,-16%[230 µM],.,2%,7%
HEK cytotox,.,0%,i,0%,-31%&-24%,-17%,-26%[230 µM],.,2%,?
NIH3T3 tox,.,-1%,-20%,-21%,-9%&-5%,-21%,-27%[230 µM],.,-5%,?
IP6K1 inh,18,-1,21,3,-11&-5,11,8,1,36,-7
SNCA expr inhib,-42%[25.6 µM],3%,7%,.,4%&-12%,15%,?,.,-8%,-24%
GPT2 inh,i,1%,1%,.,i,-24%,?,i,i,i

[11] COCCOCc1nc(C2CCN(C(=O)NC3CCCCC3)CC2)no1
[12] O=c1n(-c2ccc(Cl)cc2)nc2n1CCN(Cc1cccc3ccccc13)C2
[13] O=C1NCc2ccccc2CC12CCCN(Cc1ccc(F)cc1O)C2 (stereo not given)
[14] CC(C)[N+]1(C)C2CCC1CC(OC(=O)C(CO)c1ccccc1)C2 (stereo not given)
[15] Cc1sc(-c2cc3ccccc3oc2=O)nc1-c1ccc(Cl)c(Cl)c1
[16] CN(C)c1nccnc1OC1CCN(C(=O)c2ccccn2)C1 (stereo not given)
[17] Cc1cccc(-c2c3c(=O)n(C)c(=O)n(C)c3cn2-c2cc(N)c(Cl)cc2Cl)c1
[18] Cc1ccccc1Oc1nc2ccccn2c(=O)c1/C=C(\C#N)c1nc2ccccc2[nH]1
[19] CCOc1ccc(NC(=O)CCC2CCN(c3cc(NC4CC4)ncn3)CC2)cc1
[20] CCOC(=O)c1sc(NC(=O)C2CC(=O)N(c3n[nH]c4ccccc34)C2)nc1C (stereo not given)

compound no.,11,12,13,14,15,16,17,18,19,20
HEK293 viab,-6%,-5%,-6%,-2%,2%,12%,-12%,12%,-6%,3%
FLuc inh,5%,.,.,.,.,-18%,.,.,-24%,-1%
HEK cytotox,-4%,-25%,-29%,.,.,0%,.,.,?,?
NIH3T3 tox,i,1%,?,.,.,i,.,.,-19%,?
IP6K1 inh,-3,1,-4,-3,-14,23,4,-15,21,18
SNCA expr inhib,2%,16%,6%,.,-4%,8%,?,45%[activator],?,6%
GPT2 inh,i,0%,i,i,.,i,.,.,-1%,-2%

# 3 compounds already listed, arranged by count of non-hydrogen atoms, smallest number first:
[11] COCCOCc1nc(C2CCN(C(=O)NC3CCCCC3)CC2)no1
[12] O=c1n(-c2ccc(Cl)cc2)nc2n1CCN(Cc1cccc3ccccc13)C2
[20] CCOC(=O)c1sc(NC(=O)C2CC(=O)N(c3n[nH]c4ccccc34)C2)nc1C (stereo not given)

compound no.,11,12,20
HEK293 viab,-6%,-5%,3%
FLuc inh,5%,.,-1%
HEK cytotox,-4%,-25%,?
NIH3T3 tox,i,1%,?
IP6K1 inh,-3,1,18
SNCA expr inhib,2%,16%,6%
GPT2 inh,i,0%,-2%

# New compounds follow.
[21] Cc1ccc(C(=O)Nc2cc(-c3nc4cc(Cl)ccc4o3)ccc2C)c(C)c1
[22] COc1ccc(OC)c(CNC(=O)CSc2c3c(nc4cc(Cl)ccc24)CCCC3)c1
[23] COc1ccc(Cl)cc1NC(=O)c1ccc2c(c1)CCCN2S(C)(=O)=O
[24] COc1ccc(-c2cn3c(n2)sc2cc(C(=O)Nc4c(C)cccc4C)ccc23)cc1
[25] COc1ccc2c(c1)CCc1c-2n[nH]c1C(=O)N1CCc2nc3cc(-c4ccccc4)[nH]n3c(=O)c2C1
[26] Fc1ccccc1CCC1CCCN(c2nnnn2-c2ccccc2)C1 (stereo not given)
[27] CCOc1ccc(C2c3[nH]c4ccccc4c3CCN2C(=O)CCc2ccccc2)cc1 (stereo not given)
[28] O=C(c1cccc(Oc2ccccc2)c1)N1CC[C@@]2(O)CCNC[C@H]2C1
[29] CC(C)CCN(C)Cc1ccc(-c2ccccc2)cc1
[30] O=C(c1ccn[nH]1)N1CCC2(CC1)CC(N1CCN(c3ccccn3)CC1)CCO2 (stereo not given)

compound no.,21,22,23,24,25,26,27,28,29,30
HEK293 viab,1%,-20%,-4%,-15%,-9%,-6%,-4%,11%,10%[87.6 µM],3%
FLuc inh,.,.,.,.,?,-6%,.,-1%,-2%[172 µM],0%
HEK cytotox,.,.,.,.,6%,?,.,-17%,-28%[172 µM],-3%
NIH3T3 tox,.,.,.,.,i,?,.,-8%,?,-3%
IP6K1 inh,1,0,-10,-2,0,-14,58,8,-5,-12
SNCA expr inhib,?,-16%,16%,107%[activator],-27%,-9%,51%[activator],4%,-14%[87.6 µM],17%
GPT2 inh,.,.,.,.,3%,-4%,.,-1%,2%[88.5 µM],i

[31] O=C1CN(C(=O)CCC(=O)N2CCc3nc4cc(-c5ccccc5)[nH]n4c(=O)c3C2)c2ccccc2N1
[32] COc1ccc(CCNC(=O)CCn2c(=O)c3ccccc3n(Cc3ccc(Cl)cc3)c2=O)cc1OC
[33] CC(=O)c1cccc(NC(=O)O[C@@H]2CO[C@H]3[C@@H]2OC[C@@H]3NC(=S)Nc2cccc3ccccc23)c1
[34] CCNCc1nc2c(N)nc3ccccc3c2n1CC(C)(C)O
[35] CSc1ccc(C(=O)N2CCN(Cc3ccccc3)CC(O)C2)cc1 (stereo not given)
[36] CC1=C(c2ccc(C)c(C)c2)S(=O)(=O)N=C1N1CCC(C(=O)NCc2ccc(Cl)cc2)CC1
[37] CCC1CCCCN1CCCNC(=O)c1cn(C)c2ccc(S(=O)(=O)N(C)C3CCCCC3)cc2c1=O (stereo not given)
[38] CC(C)C1N=C2c3ccccc3N=C(SCC(=O)NCc3ccccc3Cl)N2C1=O (stereo not given)
[39] CC(CC(=O)NCc1ccc(Cl)cc1Cl)CC1=NS(=O)(=O)c2ccccc2N1 (stereo not given)
[40] COCC(=O)N1CCN(c2nccc(Nc3ccccc3F)n2)CC1

compound no.,31,32,33,34,35,36,37,38,39,40
HEK293 viab,-3%,-14%,-28%,-38%,-2%,1%,9%,-5%,-17%,4%
FLuc inh,-6%,.,6%,.,4%,.,.,.,.,.
HEK cytotox,-6%,.,?,.,?,.,.,.,.,2%
NIH3T3 tox,-37%,.,?,.,-9%,.,.,.,.,-20%
IP6K1 inh,15,15,-2,18,-9,4,-24,-20,-6,21
SNCA expr inhib,?,-11%,-11%,.,-23%,4%,?,-8%,4%,28%
GPT2 inh,-3%,.,?,-2%,3%,.,.,.,.,-5%

[41] Cc1nc(-c2c3n(c(=O)n(CC#N)c2=O)CCCCC3)no1
[42] Cc1ccc(CNC(=O)CSc2ncc(S(=O)(=O)c3ccc(C)c(Cl)c3)c(=O)[nH]2)cc1
[43] COc1ccccc1CNC(=O)Cn1c(=O)oc2cc(S(=O)(=O)N3CCCC3)ccc21
[44] CCc1ccc2nc(N3CCN(C(=O)C4CC4)CC3)sc2c1
[45] COc1ccc(NC(=O)CN2C(=O)NC(c3ccccc3Cl)C3=C2COC3=O)cc1 (stereo not given)
[46] CC(C)c1nc2c(c(-c3ccc(O)cc3)n1)CN(Cc1cccc3ccccc13)CC2
[47] CCc1ccc(CN(C)C(=O)c2ccc3oc(-c4cccc(F)c4)nc3c2)nc1
[48] O=S(=O)(c1cccc2c(I)cccc12)N1CCCNCC1

compound no.,41,42,43,44,45,46,47,48
HEK293 viab,6%,8%,6%,0%,18%,-2%,10%,?
FLuc inh,8%,.,.,.,?,2%,-20%,.
HEK cytotox,14%,.,.,.,-16%,?,?,.
NIH3T3 tox,-4%,.,.,.,-20%,?,?,.
IP6K1 inh,43,15,0,5,1,-7,13,.
SNCA expr inhib,5%,-2%,33%[activator],168%[activator],?,-21%,3%,?
GPT2 inh,1%,.,.,.,i,4%,0%,i

# By substructure: the compounds so far with an aryl methoxy group
[2] COc1ccc(C(=O)N2CC[C@@H](CC(=O)O)[C@@H](CCN3CCN(c4ccccn4)CC3)C2)cc1
[5] COc1ccc(CN2CCC3(Cc4ccccc4CNC3=O)C2)c(OC)n1 (stereo not given)
[10] COc1ccc(CN2CCc3nc(C)nc(-c4ccc(OC)cc4)c3CC2)cc1
[22] COc1ccc(OC)c(CNC(=O)CSc2c3c(nc4cc(Cl)ccc24)CCCC3)c1
[23] COc1ccc(Cl)cc1NC(=O)c1ccc2c(c1)CCCN2S(C)(=O)=O
[24] COc1ccc(-c2cn3c(n2)sc2cc(C(=O)Nc4c(C)cccc4C)ccc23)cc1
[25] COc1ccc2c(c1)CCc1c-2n[nH]c1C(=O)N1CCc2nc3cc(-c4ccccc4)[nH]n3c(=O)c2C1
[32] COc1ccc(CCNC(=O)CCn2c(=O)c3ccccc3n(Cc3ccc(Cl)cc3)c2=O)cc1OC
[43] COc1ccccc1CNC(=O)Cn1c(=O)oc2cc(S(=O)(=O)N3CCCC3)ccc21
[45] COc1ccc(NC(=O)CN2C(=O)NC(c3ccccc3Cl)C3=C2COC3=O)cc1 (stereo not given)

compound no.,2,5,10,22,23,24,25,32,43,45
HEK293 viab,6%,-2%&-2%,-1%,-20%,-4%,-15%,-9%,-14%,6%,18%
FLuc inh,-4%,.,7%,.,.,.,?,.,.,?
HEK cytotox,0%,-31%&-24%,?,.,.,.,6%,.,.,-16%
NIH3T3 tox,-1%,-9%&-5%,?,.,.,.,i,.,.,-20%
IP6K1 inh,-1,-11&-5,-7,0,-10,-2,0,15,0,1
SNCA expr inhib,3%,4%&-12%,-24%,-16%,16%,107%[activator],-27%,-11%,33%[activator],?
GPT2 inh,1%,i,i,.,.,.,3%,.,.,i

# This is a subset; the hit share may differ from the screen's.
